Compound activity: PubChem, National Center for Advancing Translational Sciences (NCATS)
FLuc counter – inhibits or activates purified firefly luciferase, miR-21 counter-screen. P08659. purified FLuc, Km substrates, luminescence inhibition. Potency, µM (titrated, usually from 57.5 µM), inactives show top-dose activity change, negative = inhibition, hits mostly inhibitors. 360,000 tested, 6.9% active; active = well fitted inhibition curve with a large enough effect; inconclusive = small, poorly fitted or top-dose-only effect;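 note: plate controls were vehicle for no effect and reference inhibitor for full effect; nearly all actives have a fitted effect of over 55% in size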
Target sequence (P08659 whole entry, looked up): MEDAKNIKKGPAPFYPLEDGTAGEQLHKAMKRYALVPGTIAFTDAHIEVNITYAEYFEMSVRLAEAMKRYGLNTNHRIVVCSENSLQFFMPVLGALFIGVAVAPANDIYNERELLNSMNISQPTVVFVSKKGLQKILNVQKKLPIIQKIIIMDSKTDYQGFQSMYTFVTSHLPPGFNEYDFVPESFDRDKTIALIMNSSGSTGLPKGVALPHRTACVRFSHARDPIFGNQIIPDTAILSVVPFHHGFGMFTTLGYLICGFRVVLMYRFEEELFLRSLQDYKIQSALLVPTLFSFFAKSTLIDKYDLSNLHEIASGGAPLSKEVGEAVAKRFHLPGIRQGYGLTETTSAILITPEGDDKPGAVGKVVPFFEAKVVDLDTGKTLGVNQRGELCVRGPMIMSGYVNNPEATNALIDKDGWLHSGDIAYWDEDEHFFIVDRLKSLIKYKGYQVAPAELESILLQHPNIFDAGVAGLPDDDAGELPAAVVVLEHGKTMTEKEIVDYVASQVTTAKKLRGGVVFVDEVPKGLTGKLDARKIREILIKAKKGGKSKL
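Biochemical qHTS of compounds, final roughly 60 µM downward over six points, against 10 nM purified firefly luciferase using Km concentrations of substrates (10 uM D-luciferin, 10 uM ATP) in Tris acetate pH 7.5 buffer; luminescence output.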
Active calls of the source: *; u = inconclusive. Potency is the fitted concentration of half-maximal effect.

Compound	FLuc counter
CCN(CC)CCNC(=O)c1ccc(Cn2c(=O)c3cccn3c3cccnc32)cc1	-1%
Cc1ccc(NC(=O)c2sc3nc[nH]c(=O)c3c2C)cc1Cl	-15%
CCOc1ccc(C(=O)Nc2ccc(-n3nncc3-c3ccccc3)cc2)cc1OCC	1%
CCOc1ccc2c(c1)c(=O)c(C(=O)c1ccccc1)cn2Cc1ccccc1	-1%
Cc1ccc(Cl)cc1N1CCN(C(=O)c2c(C)oc3ncnc(N4CCOCC4)c23)CC1	3%
CCOC(=O)c1c(N)n(-c2cc(C)cc(C)c2)c2nc3ccccc3nc12	1%
Cc1cccc(C)c1Nc1c(-c2ccc(O)cc2)nc2sccn12	u
O=S(=O)(Nc1nc2n(n1)C(c1ccc(F)cc1)C=C(c1ccccc1)N2)c1ccc(Cl)cc1 (centres undefined)	-3%
Cn1c(=O)c2c(-c3ccccc3)n(CCCO)cc2n(C)c1=O	-2%
COc1ccc(-c2c(C)nn3c(C(F)(F)F)cc(-c4ccccc4)nc23)cc1OC	-9%
Cn1c(=O)n(C)c2cc(CNCc3ccc(C(=O)O)cc3)ccc21	2%
O=C(Cn1c(=O)oc2cc(S(=O)(=O)N3CCCC3)ccc21)Nc1ccc(F)cc1F	2%
CCOc1ccc(NC(=O)c2cc(CN3CCCC3)on2)cc1	-12%
COc1ccc(Nc2ccc3cc(S(=O)(=O)N4CCCC4)ccc3n2)cc1Cl	-6%
CCOCCCNC(=O)C1CCN(c2nc3ccc(C)cc3[nH]2)CC1	0%
FC(F)(F)Oc1ccc2c(c1)NC(c1ccncc1)=NC(c1cccs1)=N2	-16%
O=C1CN(C(=O)c2cccc(Br)c2)C(c2ccccc2)c2cc(Cl)ccc2N1 (centres undefined)	-3%
CCc1ccccc1NC(=O)CSc1nncn2c1cc1oc(C)cc12	-13%
COc1ccc(CNC(=O)Cn2c(=O)oc3cc(S(=O)(=O)N4CCCCCC4)ccc32)cc1	-11%
Cc1cc(OCC(=O)NCCc2nc3ccccc3[nH]2)cc(C)c1Cl	-1%

Shown field by field: entries from further up
> COc1ccc(-c2c(C)nn3c(C(F)(F)F)cc(-c4ccccc4)nc23)cc1OC
  FLuc counter: -9%

> Cn1c(=O)n(C)c2cc(CNCc3ccc(C(=O)O)cc3)ccc21
  FLuc counter: 2%

Next part
Compound	FLuc counter
Cc1ccc2c(=O)cc(C(=O)Nc3sc4c(c3C(N)=O)CCCC4)oc2c1	-1%
CCCNC(=O)c1c(NC(=O)c2ccccc2)sc2c1CCC(C(C)(C)C)C2 (centres undefined)	-3%
CCOc1ccc(CC(=O)NCCc2csc3nc(-c4ccccc4F)nn23)cc1	-11%
CCOC(=O)c1ccc(NC2(c3ccccc3)C(=O)c3ccccc3C2=O)cc1	-9%
COc1ccc(CNc2ncnc3c2c(-c2ccccc2)cn3-c2ccccc2)cc1	0%
Cc1c(C(=O)N2CCCCCC2)c(S(=O)(=O)N(Cc2ccccc2)C(C)(C)C)c(C)n1C	-3%
Cc1c(NC(=O)Nc2ccccc2C(F)(F)F)sc2nc3n(c(=O)c12)CCC(C)CC3 (centres undefined)	5%
COc1ccc(NC(=O)CSc2n[nH]c(-c3ccccc3)n2)cc1Cl	u
COc1cc(Cl)c(C)cc1NC(=O)CSc1nc2c(c(=O)[nH]1)CCCC2	2%
O=C(Cn1c(-c2cccs2)cc2ccccc21)N1CCN(c2ccc(F)cc2)CC1	4%
Cc1ccccc1OC(=O)CSc1nnc(-c2cccs2)o1	5%
CC1CCc2c(sc(NC(=O)Cn3nnc(-c4ccc(C(F)(F)F)cc4)n3)c2C#N)C1 (centres undefined)	u
CCn1c2ccccc2c2cc(NC(=O)COc3cc(C)ccc3C)ccc21	6%
Cc1ccc(-n2nc3c(=O)n(CC(=O)NCc4ccco4)nc(C)c3c2C)cc1	0%
Cc1c(Cl)cccc1NC(c1ccc(F)cc1)c1nnc(-c2ccccc2)o1 (centres undefined)	u
Cn1cc(S(=O)(=O)c2ccc(Cl)cc2)c(=O)c2cc(F)c(N3CCOCC3)cc21	0%
O=S(=O)(c1ccc(Br)cc1)N1CCn2cccc2C1c1ccc(Br)cc1 (centres undefined)	0%
COc1ccc(C2(CNC(=O)C(=O)Nc3ccc(C)c(Cl)c3)CCCC2)cc1OC	-5%
Cn1cnc(S(=O)(=O)N2CCC(C(=O)NCc3ccc(F)cc3)CC2)c1	0%
CCc1cccc(NC(=O)Cn2nc(C)c3sc4ccccc4c3c2=O)c1	-1%
COc1ccc(-c2cc(C(=O)Nc3sc4c(c3C(N)=O)CCCC4)no2)cc1	-17%
CCc1ccc(CNC(=O)C(C)n2ccc3cc(S(=O)(=O)N4CCCCCC4)ccc32)cc1 (centres undefined)	-10%
COC(=O)c1cc(C)nc2c1c(=O)nc(SCc1c(C)cc(C)cc1C)n2C1CC1	4%
Cc1cccc(C)c1NC(=O)CSc1nc2ncccc2o1	-3%
COc1ccc(-c2cn3nc(N4CCC(C(=O)Nc5ccccc5OC)CC4)sc3n2)cc1	u
O=C(NCC12CC3CC(CC(C3)C1)C2)c1cc2nc(-c3ccc(F)cc3)cc(C(F)(F)F)n2n1	-1%
COc1ccc(CNC(=O)C(=O)Nc2c3c(nn2-c2ccccc2)CSC3)cc1	-10%
Cc1ccc(CNC(=O)c2ccc3c(c2)NC(=O)C(CS(=O)(=O)Cc2ccc(F)cc2)N3)cc1 (centres undefined)	-2%
Cn1nnc2c(N3CCN(c4cccc(Cl)c4)CC3)ncnc21	2%
Cc1cc(C)c2oc(C(=O)Nc3ccc(S(=O)(=O)N(C)c4ccccc4)cc3)cc(=O)c2c1	5%
Cc1ccccc1CNC(=O)c1cc2cc(S(=O)(=O)N3CCCCC3)ccc2n1C	1%
COc1cccc(Cn2c(SCC(=O)N3CCN(c4ccc(F)cc4)CC3)nc3ccccc32)c1	-1%
Cc1ccc(NC(=O)C2CCCN(S(=O)(=O)c3ccc(C)cc3)C2)cc1 (centres undefined)	0%
COc1ccc(NC2=C(c3ccc(C(F)(F)F)cc3)C(=O)c3ccccc32)cc1	-1%
C=C1C=C(C(F)F)n2ncc(C(=O)NCc3ccccc3C(F)(F)F)c2N1	-1%
COc1c(C)cccc1C(=O)Nc1ccc(-c2nc3ccccc3s2)c(Cl)c1	-7%
O=C(c1ccccc1)N1c2nc(-c3ccco3)nn2C2(CCCCC2)[C@@H]2CCCC[C@@H]21	-5%
Cc1cn2c(=O)c(S(=O)(=O)N3CCN(c4cc(Cl)ccc4C)CC3)c(C)nc2s1	2%
Cc1ccc(-n2ncc(C(=O)NCCN3CCOCC3)c2C2CCN(C(=O)OC(C)(C)C)CC2)c(C)c1	-8%
Cn1nnnc1SCCCNCc1cc(Cl)ccc1OCc1ccccc1	0%
CCOC(=O)N1CCc2c(sc3c2c(=O)n(Cc2ccccc2)c(=O)n3CC(=O)Nc2ccc(C)c(C)c2)C1	1%
CCc1nn(Cc2cc(C)ccc2C)c(=O)c2cc3cc(C)ccc3n12	-3%
Clc1ccc(OCc2nc3ccccc3n2Cc2ccccc2)c(Cl)c1	6µM*
Cc1cccc(Cc2c(C)nc3nc(SCc4cccc(F)c4)nn3c2C)c1	-6%
CCc1cc2c(cc3c(=O)n(CC(=O)NC4CCC(C)CC4)ncn32)s1 (centres undefined)	3%
Cc1ccc(CCNC(=O)CCCn2c(=O)c3ccccc3n(Cc3ccccc3C)c2=O)cc1	2%
Cc1cccc(NS(=O)(=O)c2ccc3[nH]c4c(c3c2)CCCCCC4)c1	u
O=c1[nH]c(=O)n(C2CCCCC2)c(O)c1C1=Nc2ccccc2SC(c2ccc(Cl)cc2)C1 (centres undefined)	-2%
COc1cccc(NC(=O)c2sc3nc(C)c(C(=O)Nc4ccc(C)cc4C)c(-c4ccccc4Cl)c3c2N)c1	-8%
Cc1ccc(C)n1-c1c(C(=O)NCCCN2CCN(c3ccc(F)cc3)CC2)sc2ncccc12	1%
COc1cccc(C(=O)Nc2cccc(C(=O)OCc3cc(=O)n4c(C)csc4n3)c2)c1	-4%
Cc1ccc2c(=O)cc(C(=O)Nc3ccc(S(=O)(=O)Nc4onc(C)c4C)cc3)oc2c1C	u
CC(=O)N1CCCc2cc(S(=O)(=O)NCc3ccc(N(C)C)cc3)ccc21	3%
CCc1ccc(CNC(=O)C2CCN(C(=O)N3CC(CC)Oc4ccc(C)cc43)CC2)cc1 (centres undefined)	1%
Oc1c(C(c2ccccc2)N2CCN(c3cccc(Cl)c3)CC2)sc2nc(-c3ccco3)nn12 (centres undefined)	u
O=C(CSc1nnc(COc2ccc(Cl)cc2)o1)Nc1ccccc1	-11%
CCN1c2ccccc2-n2cccc2C12CCN(C(=O)Nc1ccccc1Br)CC2	-11%
O=C(NCc1ccccc1)C1CCN(C(=O)c2cnn(-c3ccccc3)c2-n2cccc2)CC1	-8%
COC(=O)CN1C(=O)CSc2ccc(S(=O)(=O)Nc3cccc(C)c3C)cc21	-11%
Cc1cccc(CN2CCc3nc(N4CCN(c5ccccn5)CC4)ncc3C2)c1	-6%

Continuation.
Compound	FLuc counter
O=C(NCCc1ccccc1)c1cc(S(=O)(=O)N2CCCCC2)c[nH]1	-6%
CC1CN(C(=O)Nc2ccc(C(=O)NCCc3ccccc3Cl)cc2)c2ccccc2S1 (centres undefined)	3%
Cc1ccc(C)c(Nc2nnc(-c3ccc(C)c(S(=O)(=O)N4CCN(C)CC4)c3)c3ccccc23)c1	-14%
Cc1cc(C)c(NS(=O)(=O)c2ccc3c(c2)CC(C)N3C(=O)C2CCC2)c(C)c1 (centres undefined)	-17%
Cn1c(=O)cc(SCC(=O)Nc2cccc(C#N)c2)c2ccc(Cl)cc21	2%
CCCc1ccc(OCC(=O)Nc2sc(C(=O)OCC)c(C)c2C(=O)OCC)cc1	0%
O=C(Nc1ccc(-c2nc3cc(NC(=O)c4ccc(F)cc4)ccc3o2)cc1)c1ccc(F)cc1	-1%
O=c1c(=O)n(Cc2c(F)cccc2Cl)ccn1Cc1ccccc1	1%
Cc1ccc2nc(/C(C#N)=C/c3ccc(-c4ccc(C(=O)OC(C)C)cc4)o3)[nH]c2c1	-20%
COc1ccc(CNC(=O)c2cc(-c3ccc(C)cc3)nc3n[nH]c(-c4ccc(Br)cc4)c23)cc1	-1%
CCOC(=O)c1ccc(NC(=O)C2(S(=O)(=O)c3ccc(Cl)cc3)CC2)cc1	-11%
COc1ccc(C(C(=O)Nc2ccc(C(C)C)cc2)N(C)C(=O)Cc2cccs2)cc1 (centres undefined)	1%
CCN(CC)C(=O)CSc1nc2cc3c(cc2c(=O)n1CCCC(=O)NCc1ccc2c(c1)OCO2)OCO3	-12%
Cc1cccc(OC(=O)c2snnc2C)c1C	-8%
O=C(C1CCC(Cn2c(=O)c3sccc3n(Cc3ccccc3)c2=O)CC1)N1CCOCC1 (centres undefined)	-5%
COc1ccccc1C(=O)Nc1cccc(C(=O)OCc2cc(=O)n3ccsc3n2)c1	-2%
Cc1ccc(C(=O)c2oc3ccccc3c2NC(=O)COc2ccc(C(C)(C)C)cc2)cc1	-1%
COc1ccc(C)cc1NC(=O)Cn1c(=O)oc2cc(S(=O)(=O)NCc3ccccc3)ccc21	-14%
CCOC(=O)c1c(C)[nH]c(C)c1S(=O)(=O)NCC(=O)NCc1cccc(C)c1	-1%
Cc1ccc(NC(=O)C2CCN(S(=O)(=O)c3ccc4[nH]c(=O)ccc4c3)CC2)cc1C	u

Shown as labelled records: 4 of the compounds above.
> O=c1c(=O)n(Cc2c(F)cccc2Cl)ccn1Cc1ccccc1
  FLuc counter: 1%
> Cc1ccc(C)c(Nc2nnc(-c3ccc(C)c(S(=O)(=O)N4CCN(C)CC4)c3)c3ccccc23)c1
  FLuc counter: -14%
> COc1c(C)cccc1C(=O)Nc1ccc(-c2nc3ccccc3s2)c(Cl)c1
  FLuc counter: -7%
> COc1ccc(C2(CNC(=O)C(=O)Nc3ccc(C)c(Cl)c3)CCCC2)cc1OC
  FLuc counter: -5%

The results go on:
Compound	FLuc counter
CCCCOc1ccc(C(=O)Nc2ccc(-c3nc4ccccc4s3)cc2C)cc1	-16%
Cc1cccc(NC(=O)CC2C(=O)OCCN2Cc2ccccc2)c1 (centres undefined)	1%
CCOc1ccc(-c2cc(NC(=O)Nc3ccccc3Cl)c(C(=O)OC)s2)cc1	8.5µM*
COc1ccc(S(=O)(=O)c2cn(C)c3cc(N4CCOCC4)c(F)cc3c2=O)cc1	-1%
Cn1c(=O)n(C)c2cc(N3CCOCC3)c(NS(=O)(=O)c3cccc(C#N)c3)cc21	-12%
Clc1cccc(-c2nnc(CN3CCN(c4ccccn4)CC3)o2)c1	-7%
Cc1cccc(CCNC(=O)c2c[nH]c3ccc(S(=O)(=O)Nc4ccccc4F)cc3c2=O)c1	-15%
COc1ccc(CCNc2ncnc3c2nnn3C)cc1	5%
CCCC(=O)Nc1ccc2nc(SCCOc3ccccc3)sc2c1	-4%
Cc1c(C(=O)N(C)c2ccccc2)sc2nc(-c3ccc(F)cc3)cn12	17µM*
O=C(Nc1ccc(-n2nncc2-c2ccccc2)cc1)c1cccc(F)c1	-9%
CCc1ccc(Nc2nn(-c3ccc(OC(F)(F)F)cc3)nc2C(C)=O)cc1	4%

Not all compounds are listed; count on the stated rates, not on these rows.
